RGS4 block: inhibitors of human RGS4; HEK293 M3R/RGS4 inducible, Fluo-4 calcium flux; active compounds read high; triggered by carbachol at its EC20; B-score at 10 µM; 310,000 compounds, 0.45% hits; AID 463165;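 active means B-score, a plate-corrected calcium signal, over three deviations above library mean, with baseline fluorescence within five deviations of library mean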;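 further: RGS4 expression induced by doxycycline in cells with stable M3 receptor; B-score is computed from the integrated fluorescence ratio over baseline after carbachol; higher B-score means a larger calcium signal and so more RGS4 inhibition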
Target sequence (P49798 whole entry, looked up): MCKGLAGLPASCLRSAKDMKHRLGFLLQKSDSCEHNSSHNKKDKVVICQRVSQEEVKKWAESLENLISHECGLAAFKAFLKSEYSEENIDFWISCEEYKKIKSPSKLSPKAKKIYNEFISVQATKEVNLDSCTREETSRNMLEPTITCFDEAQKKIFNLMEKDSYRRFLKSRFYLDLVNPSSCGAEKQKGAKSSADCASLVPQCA
RGS4 act: RGS4 potentiation or activation; HEK293 M3R/inducible RGS4, carbachol calcium flux Fluo4; active compounds read low; B-score at 10 µM; 310,000 compounds, 0.92% hits; AID 463111;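 active means B-score of the integrated calcium signal more than 4 SD below the library mean, with starting fluorescence not abnormally high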;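 further: negative B-score means reduced calcium response which marks RGS4 activation or potentiation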
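Test system: HEK293 cells with stable M3R and inducible RGS4; also added: carbachol at ECmax as muscarinic agonist stimulus; schedule: dye loading 30 min 37 °C, buffer rest 30 min RT; technique: kinetic calcium fluorescence imaging with Fluo4-AM dye, 2 µM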
KCNQ1 act: potentiates or activates the human KCNQ1 potassium channel; P51787; CHO-K1 KCNQ1, thallium flux FluxOR fluorescence; active compounds read high; B-score at 10 µM; 310,000 compounds, 0.35% hits; AID 2648;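 active means fluorescence ratio B-score, a plate-corrected score, at least three library SD, with initial intensity B-score within 5 SD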
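Schedule – 37 °C overnight plating, 90-min dark dye load, 20-min compound pretreatment · System – stable KCNQ1 CHO-K1 line · Probe or stimulus – thallium- and potassium-containing depolarizing buffer · Measured by – kinetic FluxOR fluorescence, 10 s baseline plus 110 s post-stimulus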
KCNK3 block: human KCNK3 channel inhibition, primary screen. O14649. CHO-KCNK3 thallium flux, FluxOR fluorescence; active compounds read low. B-score at 10 µM. 340,000 compounds, 0.84% hits;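 active means B-score under library mean minus 4 SD, starting fluorescence ratio at most library mean plus 5 SD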;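 further: more negative B-score means stronger inhibition of thallium flux through KCNK3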
hERG protect: compounds protecting human hERG from proarrhythmic drug block. Q12809. CHO-hERG, FluxOR thallium flux, dofetilide IC70 present. activation (rescue from dofetilide block), less the hit threshold, % at 10 µM. 310,000 compounds, 0.51% hits. AID 1511;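 active means activation above the mean of controls blocked by dofetilide plus 5 SD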;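 further: thallium influx through hERG after potassium depolarization seen as dye fluorescence rise; in these data hits start at about 4.7%; inactives centre near -7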
HDAC3 inhib: blocks human histone deacetylase 3; recombinant HDAC3, fluorogenic peptide/trypsin coupled, fluorescence; inhibition, % at 8.3 µM; 320,000 compounds, 0.15% hits; in the data active means inhibition above about 26%, passing the limit was not always enough; inconclusive means no clear call, values can overlap the other calls
Target sequence (O15379 whole entry, looked up): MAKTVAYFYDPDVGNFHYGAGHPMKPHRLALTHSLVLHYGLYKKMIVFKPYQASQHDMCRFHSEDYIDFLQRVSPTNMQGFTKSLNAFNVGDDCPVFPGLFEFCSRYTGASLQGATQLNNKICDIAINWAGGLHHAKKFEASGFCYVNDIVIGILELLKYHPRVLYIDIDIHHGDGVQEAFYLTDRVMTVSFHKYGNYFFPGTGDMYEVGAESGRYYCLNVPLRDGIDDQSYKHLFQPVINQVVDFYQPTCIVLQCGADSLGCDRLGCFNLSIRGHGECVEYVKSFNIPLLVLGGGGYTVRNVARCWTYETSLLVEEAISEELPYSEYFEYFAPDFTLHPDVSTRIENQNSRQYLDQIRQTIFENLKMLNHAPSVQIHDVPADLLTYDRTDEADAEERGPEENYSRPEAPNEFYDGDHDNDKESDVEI
ANO1 block: mouse TMEM16A channel inhibition, primary screen; normalized B-score (activity score, 25-100; higher = stronger inhibition) at 10 µM; 310,000 compounds, 1.2% hits; Q8BHY3; HEK293 TMEM16A/YFP iodide influx fluorescence, ionomycin;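 active means ratio plate-corrected score three or more library SD toward inhibition, starting fluorescence score within five deviations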;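 further: score derived from kinetic fluorescence span divided by baseline fluorescence per well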
KCNK9 inh: blocks the human KCNK9 two-pore domain potassium channel | B-score at 10 µM | 310,000 compounds, 1.2% hits | AID 488922 | HEK293 KCNK9, FluxOR thallium flux fluorescence; active compounds read low;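 active means ratio B-score over 3 SD below the library mean, with starting fluorescence within 5 SD of its mean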;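 further: negative B-score means less thallium flux so channel inhibition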
Target sequence (Q9NPC2 whole entry, looked up, the tested form may be a part): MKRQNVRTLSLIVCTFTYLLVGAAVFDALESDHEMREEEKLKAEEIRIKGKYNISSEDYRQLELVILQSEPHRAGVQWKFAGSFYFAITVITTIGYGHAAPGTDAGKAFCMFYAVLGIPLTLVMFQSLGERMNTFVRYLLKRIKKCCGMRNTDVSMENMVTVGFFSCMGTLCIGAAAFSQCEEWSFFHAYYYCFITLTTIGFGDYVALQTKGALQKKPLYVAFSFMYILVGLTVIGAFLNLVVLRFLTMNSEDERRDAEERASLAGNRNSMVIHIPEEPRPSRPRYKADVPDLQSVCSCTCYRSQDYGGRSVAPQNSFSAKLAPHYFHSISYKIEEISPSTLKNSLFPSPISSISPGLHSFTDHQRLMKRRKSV
SKKanGAS inh: blocks kanamycin growth of S. pyogenes SKKanGAS strain; inhibition, % at 7.5 µM; 300,000 compounds, 1.3% hits; BacTiter-Glo, 6 h;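 active means mean replicate score, as percent of positive control median, at least 50; inconclusive means mean below 50 but one replicate at or above 50; inactive means mean and every replicate below 50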;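 further: strain carries kanamycin resistance gene driven by streptokinase promoter and grows in 40 µg/ml kanamycin; loss of luminescence reflects streptokinase promoter inhibition or plain growth inhibition; 0% = median of DMSO wells and 100% = positive control at its reference dose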
ANO1 activ: activators or potentiators of mouse TMEM16A chloride channel; B-score at 10 µM; HEK293 TMEM16A/YFP-H148Q/I152L, iodide quench fluorescence; active compounds read low; AID 623877; 340,000 compounds, 0.3% hits;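 active means fluorescence-ratio B-score plate-corrected deviation score at least 3 library SD below zero, with starting fluorescence score within 5 deviations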;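 further: channel opened by trigger with iodide after compound preincubation; score built on the fluorescence ratio of max minus min over baseline; more negative score means more quench and so TMEM16A activation or potentiation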
KCNQ1 block: blocks the human KCNQ1 potassium channel; CHO-K1 KCNQ1, FluxOR thallium flux fluorescence; active compounds read high; 310,000 compounds, 1.3% hits; P51787; B-score at 10 µM;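 active means compounds whose thallium flux B-score, printed positive for inhibition, exceeds three library SD while starting fluorescence stays within three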;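 further: channel opened by potassium depolarization with thallium stimulus after 20 min compound exposure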
The depositor's hits bear a star; i = inactive; ? = inconclusive; . = not tested or not shown.

SMILES | RGS4 block | RGS4 act | KCNQ1 act | KCNK3 block | hERG protect | HDAC3 inhib | ANO1 block | KCNK9 inh | SKKanGAS inh | ANO1 activ | KCNQ1 block
COc1ccc(S(=O)(=O)N2CCOC2CNC(=O)C(=O)NCCc2ccccc2)cc1C (configuration not stated) | i | i | i | i | -13 | -4 | i | i | -3 | i | i
CCc1noc(C)c1C(=O)OCC(=O)NC(=O)c1ccccc1OC | i | i | i | i | -9 | 1 | i | i | 10 | i | i
CCc1ccc(NC(=O)Cn2nc(C(=O)O)c3ccccc3c2=O)cc1 | i | i | i | i | -5 | 1 | i | i | -1 | i | i
CCOc1cc2[nH]c(=O)n(CCCC(=O)NCc3ccc(OC)cc3)c(=O)c2cc1OCC | i | i | i | i | -6 | -9 | i | i | 3 | i | i
COc1ccc(C(=O)Oc2ccc3ccc(=O)oc3c2)cc1OC | i | i | i | i | 0 | -5 | i | i | 3 | i | i
O=C(Cn1cc(C(=O)c2ccco2)c2ccccc21)NC1CCCCC1 | i | i | i | i | 1 | 5 | i | i | 1 | i | i
O=C(c1cccs1)c1c[nH]cc1-c1ccccc1 | i | i | i | i | -2 | 1 | i | i | -6 | i | i
O=C(O)c1cc(=O)n(Cc2ccccc2)c(=O)[nH]1 | i | i | i | i | -3 | -1 | i | i | -1 | i | i
COc1ccc(C(=O)N2CCCC(c3ccccc3)=N2)cc1 | i | i | i | i | -9 | ? | i | i | 16 | i | i
Cn1c(S(=O)(=O)O)nc2ccccc21 | i | i | i | i | -9 | 1 | i | i | -1 | i | i
CC1Cc2ccccc2N1C(=O)COC(=O)Cc1ccc(F)cc1 (configuration not stated) | i | i | i | i | -10 | 0 | i | i | -13 | i | i
O=C(CN(C(=O)CNS(=O)(=O)c1ccccc1)c1ccc2c(c1)OCCO2)NCc1ccco1 | i | i | i | i | -5 | -6 | i | i | -2 | i | i

Quoted from the listing.
`Cn1c(S(=O)(=O)O)nc2ccccc21` in hERG protect is listed with -9
`CC1Cc2ccccc2N1C(=O)COC(=O)Cc1ccc(F)cc1` (configuration not stated) in hERG protect is listed with -10
`O=C(O)c1cc(=O)n(Cc2ccccc2)c(=O)[nH]1` in hERG protect is listed with -3

(next part)
SMILES | RGS4 block | RGS4 act | KCNQ1 act | KCNK3 block | hERG protect | HDAC3 inhib | ANO1 block | KCNK9 inh | SKKanGAS inh | ANO1 activ | KCNQ1 block
COc1cccc(NC(=O)C(OC(=O)/C=C/c2ccc3c(c2)OCO3)c2ccccc2)c1 (configuration not stated) | i | i | i | i | -14 | 1 | i | i | 19 | i | i
Cc1ccc(-c2cc(C(=O)Nc3ccccc3C(N)=O)c3ccccc3n2)o1 | i | i | i | i | -18 | -1 | i | i | -5 | i | i
C(=N\Nc1ccccn1)/c1c[nH]c2ccccc12 | i | i | i | i | -12 | 11 | i | i | 3 | i | i
CC(O)[C@@H](C(=O)N1CCNCC1)n1cc(CCCCN)nn1 (some centres not stated) | i | i | i | i | -7 | 3 | i | i | 8 | i | i
CC(=O)/C(=N/Nc1ccc(C)cc1)Sc1nnc(CCc2ccccc2)n1-c1ccccc1 | i | i | i | i | -5 | 11 | i | i | 0 | i | i
NC(=O)c1ccccc1NC(=O)CCCc1ccccc1 | i | i | i | i | -4 | -9 | i | i | -3 | i | i
CCCN(CCC)C(=O)COc1cc(=O)n(CC)c2ccccc12 | i | i | i | i | -5 | 1 | i | i | -8 | i | i
c1ccc(CCn2nnnc2C(c2cccnc2)N2CCOCC2)cc1 (configuration not stated) | i | i | i | i | -5 | 5 | i | i | 17 | i | i
O=C1CSc2ccccc2N1Cc1ccc(F)cc1 | i | i | i | i | -17 | 7 | i | i | 2 | i | i
COC(C[C@@H](O)CC(=O)[C@@H](C)OCc1ccccc1)OC | i | i | i | i | -7 | . | . | i | 2 | i | i
COc1ccc(-c2nnc(SCc3nnc(-c4ccccc4)o3)n2C)cc1OC | i | i | i | i | -10 | 1 | i | i | -5 | i | i
CCNC(=O)C1CC(=O)N(Cc2ccc(F)cc2)C(=Nc2ccc(OC)cc2)S1 (configuration not stated) | i | i | i | i | -9 | -1 | i | i | -9 | i | i
COC(=O)CSc1nnc(CNC(=O)c2ccc(OC)c(OC)c2)n1C | i | i | i | i | -14 | 11 | i | i | -9 | i | i
Cc1ccccc1C(=O)Nc1ccnn1C1CCN(Cc2cccnc2)CC1 | i | i | i | i | -4 | -4 | i | i | -1 | i | i
O=C(c1ccccc1F)N(Cc1ccccc1)C1CCS(=O)(=O)C1 (configuration not stated) | i | i | i | i | -7 | -18 | i | i | -4 | i | i
O=C(CCCC(=O)c1ccccc1)NCc1ccccc1 | i | i | i | i | -4 | 9 | i | i | -1 | i | i
Cc1cc(=O)oc(C)c1C(=O)NCc1ccc(F)cc1 | i | i | i | i | -7 | 4 | i | i | 0 | i | i
Cn1c(Cc2cccs2)nnc1SCC(=O)Nc1ccc(C(N)=O)cc1 | i | i | i | i | -9 | 4 | i | i | -8 | i | i
COc1cc(-c2nc3ccccn3c2/N=C/c2cccc(F)c2)ccc1O | i | i | i | i | -3 | -7 | i | i | -5 | i | i
NC(=O)c1cccnc1OCC(F)(F)F | i | i | i | i | -6 | 0 | i | i | -4 | i | i
COC(=O)CC1(C(=O)OC)Oc2ccc(Br)cc2C(=O)N1c1cc(Cl)cc(Cl)c1 (configuration not stated) | i | i | i | i | -12 | -1 | i | i | 1 | i | i
CSc1cc(-c2ccc(Cl)cc2)c(C(=O)NC(C)C)s1 | i | i | i | i | -4 | 6 | i | i | 9 | i | i
Cc1cc(OCc2cc3c(cc2Cl)OCO3)c2c(C)cc(=O)oc2c1 | i | i | i | i | -9 | 7 | i | i | 0 | i | i
COC(=O)c1cc(CNC(=O)c2ccc(N3CCCC3)c([N+](=O)[O-])c2)ccc1OC | i | i | i | i | -3 | 3 | i | i | -5 | i | i
CCOc1cc2c(cc1C=O)OC(C)C2 (configuration not stated) | i | i | i | i | -6 | -1 | i | i | -19 | i | i
CCC(C)(C)NC(=O)Cn1c(-c2ccc(C)cc2)noc1=O | i | i | i | i | -9 | 5 | i | i | 2 | i | i
COc1ccc(-c2cc(C(=O)Nc3ccccc3SC)no2)cc1 | i | i | i | i | -1 | 1 | i | i | -10 | i | i
Cc1cccc(Cn2c(C(=O)OC(C)C)cc3c2ccn3C)c1 | i | i | i | i | -17 | -7 | i | i | 45 | i | 6*
CSc1ncccc1C(=O)OCC(=O)NC(=O)NCCC(C)C | i | i | i | i | -13 | 0 | i | i | 0 | i | i
COCCNC(=S)N1CCN(C/C=C/c2ccccc2)CC1 | i | i | i | i | -2 | -4 | i | i | -1 | i | i
Cc1sc2ncnc(SCC(=O)NC(C)(C)C)c2c1C | i | i | i | i | -7 | 5 | i | i | 3 | i | i
COc1ccc(NC(=S)Nc2cc(C)cc(C)n2)cc1OC | i | i | i | i | -1 | -3 | i | i | -4 | i | i
COC(=O)CN(C(=S)Nc1ccc(F)cc1)C1CC(=O)N(c2ccccc2)C1=O (configuration not stated) | i | i | i | i | -13 | -3 | i | i | 1 | i | i
CSc1nc(Cl)c(Cc2ccc(OCC(C)C)cc2)c(N2CCOCC2)n1 | i | i | i | i | -8 | 7 | i | i | 46 | i | 8*
Cc1c(C#N)c(O)[nH]c(=O)c1N=Nc1ccc(Br)cc1C(=O)O | i | i | i | i | 4.6* | 8 | i | i | 4 | i | i
COc1ccc(-c2n[nH]c(C)c2-c2cnn(-c3ccccc3)c2)c(O)c1 | i | i | i | i | -31 | 0 | i | i | -2 | i | i
Cc1cccc(N2CCN(C(c3ccccc3)c3nnnn3C(C)(C)C)CC2)c1C (configuration not stated) | i | i | i | i | -14 | -4 | i | i | 5 | i | i
COc1cccc(C(=O)N2C(C(=O)O)CSC2c2ccccc2Cl)c1 (configuration not stated) | i | i | i | i | -3 | 3 | i | i | ? | i | i
CCOC(=O)C1CCN(Cc2nc3ccc([N+](=O)[O-])cc3c(=O)n2-c2ccc(OC)cc2OC)CC1 | i | i | i | i | -12 | -4 | i | i | 13 | i | i
CCCSc1nnc(Cn2c(=O)sc3ccccc32)n1-c1ccccc1 | i | i | i | i | -5 | 2 | i | i | -3 | i | i
COc1ccccc1/C=N/NC(=O)c1ccc(=O)n(C)c1 | i | i | i | i | -1 | 8 | i | i | 0 | i | i
CCCCN1CC(COc2ccccc2)OC1=O (configuration not stated) | i | i | i | i | -5 | 0 | i | i | -3 | i | i
COc1ccc(/C=C/C(=O)NCCC(=O)N2CCCN(C)CC2)cc1 | i | i | i | i | -10 | 11 | i | i | -3 | i | i
O=C(c1ccco1)N1CCN(C(c2coc3ccc(Cl)cc3c2=O)c2nnnn2C2CCCC2)CC1 (configuration not stated) | i | i | i | i | -4 | -1 | i | i | 3 | i | i
O=C(O)CCC(=O)Nc1nc2nc(-c3ccccc3)cc(-c3ccccc3)n2n1 | i | i | i | i | -1 | -48 | i | i | -4 | i | i
CCC(=O)N(CCC1(c2ccccc2OC)CCOC(C(C)C)C1)Cc1ccco1 (configuration not stated) | i | i | i | i | -16 | 6 | i | -14* | -2 | i | i
C=CCNC(=O)c1onc(CSc2cccc(OCC)c2)c1C(=O)O | i | i | i | i | 1 | -1 | i | i | 8 | i | i
CC(=O)c1ccc(N2CCN(S(=O)(=O)c3ccc4c(c3)CC(=O)N4)CC2)cc1 | i | i | i | i | -7 | 5 | i | i | 0 | i | i
CC1CCCN(CCCNC(=O)CN2C(=O)CSc3ccc(S(=O)(=O)N4CCOCC4)cc32)C1 (configuration not stated) | i | i | i | i | -6 | 11 | i | i | -1 | i | i
O=C(COc1ccc(S(=O)(=O)N2CCCC2)cc1Cl)N1CCN(c2ccccc2)CC1 | i | i | i | i | -5 | -7 | i | i | -12 | i | i
Cc1cc(/N=C/C=C2\N(C)c3ccccc3C2(C)C)n(CCC#N)n1 | i | i | i | i | -12 | 2 | i | i | 1 | i | i
CCOC(=O)c1ccc([N+](=O)[O-])cc1NC(C)=O | i | i | i | i | -12 | 1 | i | i | -8 | i | i

Some entries already given, showing only SKKanGAS inh and KCNQ1 act:
| Compound | SKKanGAS inh | KCNQ1 act |
| --- | --- | --- |
| CC(O)[C@@H](C(=O)N1CCNCC1)n1cc(CCCCN)nn1 (some centres not stated) | 8 | i |
| CC(=O)/C(=N/Nc1ccc(C)cc1)Sc1nnc(CCc2ccccc2)n1-c1ccccc1 | 0 | i |
